SENP6 inh: inhibitors of human SENP6 protease. Q9GZR1. Recombinant SENP6 catalytic domain, aminoluciferin luminescence. inhibition, % at 10 µM. actives 1.8% (n = 330,000). AID 2599;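 active means inhibition above about 50% at the single tested dose, limit read from the data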;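 further: plate controls were DMSO wells with enzyme for no effect and DMSO wells lacking enzyme for full effect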
Target sequence (Q9GZR1 628-1112 limits assumed): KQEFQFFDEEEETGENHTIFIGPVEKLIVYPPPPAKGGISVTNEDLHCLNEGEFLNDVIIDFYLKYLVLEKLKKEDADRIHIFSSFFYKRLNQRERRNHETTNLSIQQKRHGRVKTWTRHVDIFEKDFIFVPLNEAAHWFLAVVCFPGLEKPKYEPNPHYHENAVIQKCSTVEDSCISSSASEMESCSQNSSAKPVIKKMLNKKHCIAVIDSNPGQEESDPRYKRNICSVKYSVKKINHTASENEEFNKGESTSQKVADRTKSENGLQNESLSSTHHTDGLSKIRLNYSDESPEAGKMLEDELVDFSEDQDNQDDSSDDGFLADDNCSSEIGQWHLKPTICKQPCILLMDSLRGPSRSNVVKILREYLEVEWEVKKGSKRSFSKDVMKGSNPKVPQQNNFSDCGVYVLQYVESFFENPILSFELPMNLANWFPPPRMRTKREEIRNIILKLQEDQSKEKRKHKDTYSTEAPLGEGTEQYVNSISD
SENP8 block-1: blocks human SENP8 cleavage of Nedd8 substrate; AID 602440; Q96LD8; recombinant SENP8, Nedd8 substrate fluorescence; actives 0.64% (n = 360,000); inhibition, % at 20 µM; in the data active means inhibition mostly above about 40%, no sharp cut-off; inactive means mostly below about 27%
UBC13 inh: blocks human UBC13 polyubiquitin chain formation. actives 0.47% (n = 330,000). AID 485273. P61088. TR-FRET. inhibition, % at 20 µM; in the data active means inhibition above about 45%, passing the limit was not always enough
APOBEC3G inh: blocks human APOBEC3G single-stranded DNA deamination; actives 0.28% (n = 330,000); inhibition, % at 20 µM; recombinant A3G, ssDNA deamination FAM/TAMRA fluorescence; Q9HC16;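 active means inhibition of at least 40% at 20 µM, with no more than 30% in the related APOBEC3A deaminase screen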;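 further: plate controls were DMSO wells with A3G for no effect and wells lacking A3G enzyme for full effect; some compounds called inactive have numbers as strong as hits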
Target sequence (Q9HC16 whole entry, looked up): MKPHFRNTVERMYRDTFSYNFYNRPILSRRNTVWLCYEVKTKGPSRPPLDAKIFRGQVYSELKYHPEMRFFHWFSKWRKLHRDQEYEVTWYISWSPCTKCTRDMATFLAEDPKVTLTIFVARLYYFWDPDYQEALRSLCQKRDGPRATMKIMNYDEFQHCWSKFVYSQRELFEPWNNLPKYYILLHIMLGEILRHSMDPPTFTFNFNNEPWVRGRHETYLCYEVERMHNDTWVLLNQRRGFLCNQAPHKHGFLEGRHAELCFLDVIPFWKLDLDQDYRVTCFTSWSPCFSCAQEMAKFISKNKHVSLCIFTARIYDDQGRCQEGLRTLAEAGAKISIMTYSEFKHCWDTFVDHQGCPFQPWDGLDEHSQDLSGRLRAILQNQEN
SENP7 block: inhibitors of human SENP7 protease; recombinant SENP7, Z-RLRGG-aminoluciferin luminescence, 40 min; inhibition, % at 5 µM; actives 1.5% (n = 330,000);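 active means inhibition above about 50% at the single test dose, limit read from the data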;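 further: plate controls were DMSO with enzyme for no effect and no enzyme buffer wells for full effect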
SENP1 FRET inh: SENP1 (human) catalytic domain inhibition; Q9P0U3; recombinant SENP1 catalytic domain, CyPet-SUMO1-YPet FRET cleavage; inhibition, % at 10 µM; actives 0.21% (n = 360,000); AID 624204;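 active means inhibition at least 30% at 10 µM, raw YFP signal under a set limit, fluorescence ratio 0.5 to 1.5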;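 further: 0% = enzyme with DMSO and 100% = no enzyme wells; some results filed as inactive read as strong as hits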
Target sequence (Q9P0U3 419-644 limits assumed): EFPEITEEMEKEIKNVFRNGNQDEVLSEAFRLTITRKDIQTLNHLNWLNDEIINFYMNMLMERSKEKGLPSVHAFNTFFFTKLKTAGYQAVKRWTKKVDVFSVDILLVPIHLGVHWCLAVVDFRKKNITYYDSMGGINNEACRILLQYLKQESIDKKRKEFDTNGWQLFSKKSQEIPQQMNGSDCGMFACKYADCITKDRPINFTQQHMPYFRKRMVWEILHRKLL
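Test system: human SENP1 catalytic domain; medium: Tris pH 8 buffer plus EDTA, NaCl, BME, BSA, NP40, catalase; incubation: 50 min reaction at room temperature; technique: FRET, CFP and YFP emission; controls: no-enzyme low control and enzyme-plus-DMSO high control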
SENP8 block-2: inhibitors of human SENP8 protease; Q96LD8; purified SENP8, Z-RLRGG-aminoluciferin cleavage, luminescence; inhibition, % at 10 µM; actives 1.2% (n = 330,000); AID 2540; in the data active means inhibition above about 50%
Apaf-1 inh: blocks human Apaf-1 apoptosome activity | inhibition, % at 20 µM | AID 489030 | reconstituted apoptosome caspase-3 activity, DEVD-Rh110 fluorescence | actives 0.71% (n = 330,000); active means inhibition of at least 40% at 20 µM;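 further: plate controls were DMSO wells for no effect and DEVD-CHO caspase inhibitor wells for full effect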
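Material: reconstituted apoptosome with Apaf-1, cytochrome c, caspase-9, procaspase-3, dATP / Buffer or medium: pH 7.5 Hepes buffer with CHAPS, BSA, DTT / Also added: cytochrome c with DEVD-Rh110 / Schedule: compound with Apaf-1, dATP, procaspase-3 30 min, then 50 min reaction, room temperature / Technique: rhodamine 110 fluorescence at Ex 480/Em 540 nm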
* marks the source's active call; other numbers are inactive results; nt = no result given.

SMILES	SENP6 inh	SENP8 block-1	UBC13 inh	APOBEC3G inh	SENP7 block	SENP1 FRET inh	SENP8 block-2	Apaf-1 inh
COc1cccc(CNS(=O)(=O)c2cc(Br)cc3c2N(C(C)=O)C(C)C3)c1 (configuration not stated)	-4	8	7	-4	-7	2	1	-23
CCOC(=O)c1cc(/C(C)=N/OC(=O)c2ccc(C(C)(C)C)cc2)on1	-4	5	-4	3	3	1	-4	-3
NS(=O)(=O)c1ccc(NC(=S)NC(=O)/C=C/c2cccs2)cc1	4	15	-1	-2	-3	-2	3	-27
Cc1[nH]c2ccc(C(=O)OCCN(C)C)cc2c1C	5	-22	-2	-4	6	1	-11	-6
Cc1nn(-c2ccccc2)c(Cl)c1C(=O)Nc1nnc(C2CCCCC2)s1	11	31	-4	-3	-9	0	12	16
CC1(c2nnc(-c3cccc(Cl)c3)o2)CC(c2c(Cl)cccc2Cl)=NO1 (configuration not stated)	3	17	-6	2	-4	-1	-1	24
OC(c1ccccc1)(c1ccccc1)C1CCN(C(=S)NC2CCCC2)CC1	-16	4	6	-6	-7	1	-6	5
CCc1ccccc1NC(=O)/C(C#N)=C\c1ccc(Sc2ccccc2)o1	5	-11	-5	-8	17	-31	-14	9
Cc1cc(-c2nn(-c3ccccc3F)cc2CN2CCN(c3ccccn3)CC2)c(C)s1	-12	4	5	-10	-1	2	-2	-1
CCc1nc2ccc(C)cc2c(C(=O)Oc2cccc3cccnc23)c1C	0	8	23	-3	-2	-1	5	10
CSc1ncccc1C(=O)OCC(=O)Nc1ccc(N2CCOCC2)cc1	-15	11	-8	-3	-12	2	-8	15
Cc1nc(-c2ccccn2)sc1C(=O)Nc1ccc(Cl)c(Cl)c1	-22	-18	18	-10	-14	0	-11	11
O=C(COc1ccc(S(=O)(=O)N2CCOCC2)cc1Cl)NCC1CCCO1 (configuration not stated)	5	3	9	-10	-2	2	2	-4
O=C(C(=O)N1CCc2ccccc2C1)c1cn(CC(=O)N2CCCCC2)c2ccccc12	-9	3	6	-4	3	-4	-10	6
CC1CCCN(c2ccc(C(=O)Nc3ccc4c(c3)OCO4)cc2[N+](=O)[O-])C1 (configuration not stated)	-5	43*	-25	3	7	2	-1	12
Cc1nn(C)c(C)c1/C=C/C(=O)c1cccs1	0	-66	-7	0	-12	-48	-16	5
COc1cc2c(cc1OC)[C@H](C)N(C(=S)Nc1ccc(F)cc1)CC2	-3	-8	15	-6	0	-6	-1	-10
C=CC[C@H](CC(=O)N(CCO)Cc1ccccc1)C(=O)NC[C@@H](OC(=O)[C@@H](CC=C)Cc1ccc(F)cc1)c1ccccc1	-2	13	-10	-6	2	1	-12	36
Cc1cc(C)c(C(=O)COC(=O)c2cccnc2Cl)c(C)c1	-2	16	11	-9	10	1	-5	16
Cc1nnnn1-c1ccc(CC(=O)O)cc1	10	-1	1	-5	7	2	-4	-2
Cc1ccc2c(c1)-c1c(cnn1CC(=O)N(Cc1ccco1)C1CCCCC1)CO2	-6	14	16	-2	8	-1	1	21
CN(CC1CCN(CCc2cccc(C(F)(F)F)c2)CC1)C(=O)c1ccc(F)cc1F	7	18	0	-3	5	-2	3	2
O=C(CSc1nc2ccc(Cl)cc2o1)NCc1ccc2c(c1)OCO2	-18	15	-8	-3	12	2	-6	-1
CCCCCOC(=O)C1C2C=CC3(CN(c4ccccc4C)C(=O)C13)O2 (configuration not stated)	-2	4	-3	-7	-10	-1	-9	-4
COc1cc(/C=N/c2oc(C)c(C)c2C#N)cc(Br)c1O	22	19	-103	-7	-10	63	-7	3

Three compounds already listed, ordered by count of non-hydrogen atoms, rising:
SMILES	SENP6 inh	SENP8 block-1	UBC13 inh	APOBEC3G inh	SENP7 block	SENP1 FRET inh	SENP8 block-2	Apaf-1 inh
Cc1nnnn1-c1ccc(CC(=O)O)cc1	10	-1	1	-5	7	2	-4	-2
O=C(CSc1nc2ccc(Cl)cc2o1)NCc1ccc2c(c1)OCO2	-18	15	-8	-3	12	2	-6	-1
O=C(COc1ccc(S(=O)(=O)N2CCOCC2)cc1Cl)NCC1CCCO1 (configuration not stated)	5	3	9	-10	-2	2	2	-4

(more compounds)
SMILES	SENP6 inh	SENP8 block-1	UBC13 inh	APOBEC3G inh	SENP7 block	SENP1 FRET inh	SENP8 block-2	Apaf-1 inh
O=C(Nc1ccc(F)c(Cl)c1)Nc1ccc(Cl)cn1	5	15	9	-1	2	2	6	-5
COc1cc(/C=C/C(=O)OCC(=O)NC2CC2)cc(S(=O)(=O)N2CCc3ccccc32)c1OC	-3	14	-11	5	-4	0	2	1
O=C(O)/C=C/C(=O)NC1CCS(=O)(=O)C1 (configuration not stated)	-6	14	0	-4	0	0	-7	-6
O=C(CSc1nc(-c2ccccc2)c(-c2ccccc2)[nH]1)NCc1ccco1	5	-107	14	-2	2	-2	-7	6
O=C(CN1CCN(S(=O)(=O)N2CCCCC2)CC1)Nc1cc(Cl)cc(Cl)c1	-16	0	7	-14	-2	1	-3	16
CCOC(=O)c1sc(=NC(=O)/C=C/c2ccccc2)n(C)c1C	-5	-298	6	-5	2	-2	7	-9
COC(=O)c1c(NC(C)=O)sc(C(=O)Nc2ccccc2C)c1C	-11	2	4	-6	2	1	6	-17
Cc1ccc2nc(NC(=O)C3CCCN(S(=O)(=O)c4cccc5nsnc45)C3)sc2c1 (configuration not stated)	-6	-1	3	1	9	6	-6	34
COc1ccc(CNC(=O)C(c2ccco2)N(Cc2cccs2)C(=O)Cc2cccs2)cc1 (configuration not stated)	8	23	9	-3	-4	0	0	6
CC1CN(CCCCSc2ccccc2)CC(C)O1 (configuration not stated)	4	15	5	-1	-1	1	6	-20
O=C(COc1ccccc1)NC1CCCN(Cc2ccccc2F)C1 (configuration not stated)	-10	12	-1	-8	7	0	-4	-1
CCC1CCC2(CC1)NC(=O)N(CC(=O)c1c(C)[nH]c3ccccc13)C2=O (configuration not stated)	-5	13	0	-4	2	-20	-6	0
COc1ccc(S(=O)(=O)N2CCCCC2)cc1NC(=O)c1ccc(=O)[nH]c1	-3	11	6	-7	3	3	1	-8
Cc1cccc(C)c1NC(=O)c1cccc(COc2cc(Cl)ccc2Cl)c1	2	32	-5	0	7	1	3	15
Cc1ccc(S(=O)(=O)NC2CCCCCC2)cc1C(N)=O	-12	10	2	-10	-6	1	-8	4
Cc1sc2nc(SCC(=O)C(C)(C)C)n(Cc3ccco3)c(=O)c2c1C	-1	12	2	-4	5	1	-1	25
CCCCn1c(-c2cccs2)nc2nc3ccccc3nc21	2	-288	56*	2	-5	-65	-10	19
Cc1ccccc1C(=O)N1CC(=O)Nc2ccc(F)cc2C1c1ccccc1 (configuration not stated)	12	22	-1	-7	-4	0	4	10
CC(C(=O)N1CCN=C1c1ccccc1)N1C(=O)c2ccccc2C1=O (configuration not stated)	-6	15	-2	-6	13	1	-5	-3
CCC/C=N/NC(=O)c1cc(-c2ccccc2)nc2ccccc12	14	-18	-12	4	10	1	3	6
Cc1c(CN(C)C)c2c(n1C)C(=O)c1ccc(Br)cc1-2	10	13	-161	2	-1	0	-7	6
CCc1cccc(NC(=O)C2CCCN(c3cnccn3)C2)c1 (configuration not stated)	-1	-350	1	-1	6	-1	-4	-1
O=C(NCCOc1ccc(F)cc1)c1ccccc1SCc1ccccc1	-5	16	-24	-2	-7	2	-12	27
CCN(CC)c1ccc(/C=N/NC(=O)Cc2ccc(OC)c(OC)c2)cc1	-21	-445	8	-7	3	1	4	-9
COc1ccc(-n2nc(C)c3onc(C)c3c2=O)cc1	0	-165	2	-6	-1	1	7	-22

(next part)
SMILES	SENP6 inh	SENP8 block-1	UBC13 inh	APOBEC3G inh	SENP7 block	SENP1 FRET inh	SENP8 block-2	Apaf-1 inh
CCN(CC)c1ccc(/C=N/N2CCN(Cc3ccc(Cl)cc3)CC2)c(O)c1	-37	24	15	-6	5	1	-1	-4
CCCC(=O)Nc1ccccc1NC(=O)c1ccc(OCC)cc1	-3	14	-1	-1	-1	4	1	-5
O=C(CN(CCc1ccccc1)S(=O)(=O)c1ccc(Cl)cc1)N/N=C/c1ccccc1C(=O)O	4	3	-9	-7	5	2	7	3
COc1ccccc1-c1nnc(SC2CCc3ccccc3NC2=O)s1 (configuration not stated)	-12	-150	6	-5	7	2	-8	26
COc1ccc2[nH]c3c(c2c1)CCN1C(=O)C(CC(=O)NCc2ccco2)C[C@H](C(=O)N(C(C)C)C(C)C)[C@@]31C (some centres not stated)	nt	-2	nt	2	7	3	nt	13
OCCN1CCN(CC(O)C(F)(F)F)CC1 (configuration not stated)	-8	18	2	-9	0	3	4	-15
C/C(=N/NC(=O)c1ccncc1)c1c[nH]c2ccccc12	-14	-11	-16	1	-12	-3	-4	-1
CCOc1ccc(C(=O)NCC(=O)OCC(=O)N2CCCC2)cc1	-8	4	0	-12	-9	2	-13	12
O=C(COC(=O)c1ccc2c(c1)S(=O)(=O)N=C1CCCCCN12)NCCc1ccc(F)cc1	1	11	3	-2	8	-2	-4	1
O=C(COc1ccccc1)NCc1n[nH]c(=S)n1-c1ccccc1	-42	-2	-11	3	-6	4	-11	4
COc1ccccc1C(=O)c1nc2ccccc2n1C	-9	10	-1	-1	6	1	-4	4
CC(C)(C)OC(=O)NCCCCCNC(=O)c1[nH]cnc1C(=O)Nc1ccc(Cl)cc1	8	-8	1	-8	0	2	2	22
COc1cc2c3c(c1OC)C1(C=CC(=O)C=C1)CC3N(C(C)=O)CC2 (configuration not stated)	4	17	6	1	0	2	6	0
CCc1ccc(OCCCC(=O)O)c(Br)c1	-4	10	-12	1	-5	3	-4	-5
COc1nc(NCc2ccco2)nc(N2CCC(C)CC2)n1	-6	24	0	-2	7	-4	9	-2
COc1ccc(OCC(=O)Nc2c(Cl)ccc3nsnc23)cc1	-6	-10	8	-11	-2	2	-2	-19
CCC(=O)Nc1ccc(S(=O)(=O)N2CCOCC2)cc1	0	8	8	-6	6	4	3	-19
CCN1C(=O)OC2(CCCCC2)C1(C)O (configuration not stated)	-19	nt	-4	-5	-8	nt	-3	0
CCS(=O)(=O)N1CCC(C(=O)NCCCN2CCCCCC2)CC1	-29	21	8	-5	-11	-12	-7	7
COc1cccc(OC)c1OCCN1CCCC1	17	6	-4	3	-4	1	1	-1
COc1ccccc1-n1c(SCC(=O)O)nc2sc3c(c2c1=O)CCC3	-31	9	7	-1	9	2	5	-24
CC(C)[C@H](NC(=O)c1ccccc1)C(=O)OCC(=O)Nc1ccc(Cl)cc1C(F)(F)F	-11	6	-7	-4	-8	-2	-10	10
Cc1ccccc1NC(=O)N(C(C)C)C(C)C	13	11	0	-4	-6	1	6	3
CN1CCN(C(=O)c2cc3cc(F)ccc3[nH]2)CC1	-10	-45	-9	-7	-6	-2	-6	3
O=C(N/N=C/c1ccccc1O)c1cc(=O)[nH]c2ccccc12	-10	nt	-25	-11	-9	nt	-9	6
O=C(c1ccc(=O)[nH]c1)N1CCN(S(=O)(=O)c2cc(C(F)(F)F)ccc2Cl)CC1	12	15	-6	-4	6	2	-3	1
CC(C)(C)N1CC(C(=O)Nc2ccc(S(=O)(=O)N3CCCCC3)cc2)CC1=O (configuration not stated)	-15	7	-16	1	11	-2	-2	-7
COc1ccc(-c2nnc3ccc(SCC(N)=O)nn23)cc1OC	14	13	12	-3	7	2	3	-14
COc1ccc(OC)c(NC2=C(Cl)C(=O)N(Cc3ccccc3)C2=O)c1	-1	15	-11	-8	1	3	4	25
COc1ccc2c(c1)[C@H]1[C@H](CO2)[C@H](c2ccccc2)[C@]2(C)C(=O)N(Cc3ccc(C)cc3)CC(=O)N12	-5	-12	-8	-11	-4	4	-11	32

Looked up above:
Reading for `O=C(COc1ccccc1)NCc1n[nH]c(=S)n1-c1ccccc1` in UBC13 inh: -11
Reading for `COc1ccccc1-n1c(SCC(=O)O)nc2sc3c(c2c1=O)CCC3` in SENP6 inh: -31
Reading for `O=C(c1ccc(=O)[nH]c1)N1CCN(S(=O)(=O)c2cc(C(F)(F)F)ccc2Cl)CC1` in APOBEC3G inh: -4
Reading for `CCOc1ccc(C(=O)NCC(=O)OCC(=O)N2CCCC2)cc1` in Apaf-1 inh: 12
